DRD3 agonist – D3 dopamine receptor (human) agonism; P35462; D3R DiscoveRx beta-arrestin cells, luminescence, 90 min; max activation, %; 410,000 tested, 0.58% active; AID 652048; in the data active = max activation above about 30%; note: 0% is about no effect; mostly tested at two doses, the higher about 12 µM
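Agonist mode: compounds and dopamine controls were applied to plated cells for 90 min at 37 degrees C after an overnight attachment at 1500 cells/well. Luminescent read-out followed 30 - 60 minutes at room temperature with DiscoveRx detection reagent.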
PLK1 PBD block – PLK1 (human) polo-box domain binding inhibition; P53350; Plk1 PBD binding of FITC phosphopeptide, fluorescence polarization; Potency, µM, for inactives: max response, negative = inhibition, actives largely listed as inhibitors; 360,000 tested, 2.8% active; AID 720504; note: potency is the fitted concentration of half-maximal effect; series mostly up to about 57 µM; % is set by controls: 0 for no effect and ±100 for the full control effect; nearly all actives have a fitted effect of over 65% in size
Target sequence (P53350 whole entry, looked up, the tested form may be a part): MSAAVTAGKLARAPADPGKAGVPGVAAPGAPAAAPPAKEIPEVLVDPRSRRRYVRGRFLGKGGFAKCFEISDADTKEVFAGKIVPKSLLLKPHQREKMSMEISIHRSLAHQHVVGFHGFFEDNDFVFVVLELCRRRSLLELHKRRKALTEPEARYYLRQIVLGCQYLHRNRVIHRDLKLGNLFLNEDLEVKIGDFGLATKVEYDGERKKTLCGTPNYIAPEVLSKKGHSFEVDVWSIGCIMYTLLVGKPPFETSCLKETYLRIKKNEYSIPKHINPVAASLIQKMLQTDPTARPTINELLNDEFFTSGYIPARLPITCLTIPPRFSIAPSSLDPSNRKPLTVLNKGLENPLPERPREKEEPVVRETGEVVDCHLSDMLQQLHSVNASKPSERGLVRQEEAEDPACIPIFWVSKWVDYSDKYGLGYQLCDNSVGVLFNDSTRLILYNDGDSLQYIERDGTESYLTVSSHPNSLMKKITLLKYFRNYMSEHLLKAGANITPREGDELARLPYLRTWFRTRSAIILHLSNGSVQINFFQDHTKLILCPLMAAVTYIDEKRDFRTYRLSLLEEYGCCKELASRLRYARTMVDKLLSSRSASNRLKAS
HEK293 tox – cytotoxicity counter-screen for GLP-1 receptor inverse agonists. 410,000 tested, 0.13% active. HEK293 cAMP-luciferase reporter cells, luminescence, 24 h. Potency, µM (titrated, usually from 38.3 µM), without a hit: at the highest dose activity change, negative = inhibition, usual class: inhibitors;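 note: loss of luciferase light is scored as toxicity; potency is the fitted concentration of half-maximal effect; % is set by controls: 0 for no effect and ±100 for the full control effect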
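To flag toxic compounds, the library was rerun on cells for 24 hr at 37 deg C and 5% CO2. Viability-linked luminescence was captured 12 min after adding luciferase detection reagent.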
D3 antag – D3 dopamine receptor (human) antagonism; 360,000 tested, 2.5% active; P35462; D3R cells, DiscoveRx beta-arrestin luminescence, antagonist mode; active compounds read low; AID 652054; max response, negative = inhibition, %; in the data active = max response below about -50%; inconclusive = no clear call, values can overlap the other calls; note: % is set by controls: 0 for no effect and ±100 for the full control effect; mostly tested at two doses, the higher about 12 µM
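Cells expressing the human receptor were seeded at 1500 cells/well, incubated overnight at 37 degrees C in 5% CO2, then exposed to library compounds with dopamine controls for 90 minutes at 37 degrees C before luminescent detection.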
IL2 activator – IL-2 activation; IL-2 activation reporter assay, cell-based qHTS; stimulated with anti-CD3/CD4/CD28 beads; in transgenic mouse T cells; activation, % (series mostly up to about 46 µM); 360,000 tested, 0.065% active; AID 652025; in the data active = activation above about 50%; inconclusive = mostly about 30% to 49%; note: 0% is about no effect
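EGFP and DsRed fluorescence is measured by plate cytometry in unstimulated transgenic mouse T cells exposed to compound for 60 minutes, then stimulated 18 hours at 37 degrees C with anti-CD3/anti-CD4 beads plus anti-CD28.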
WRN inhibitor – WRN helicase (human) inhibition | WRN helicase unwinding, fluorescent forked duplex, kinetic | Q14191 | Potency, µM (highest dose often 114 µM), for the others: top-dose activity change, negative = inhibition, actives largely listed as inhibitors | AID 651768 | 360,000 tested, 0.46% active; note: potency is the fitted concentration of half-maximal effect; % is set by controls: 0 for no effect and ±100 for the full control effect; nearly all actives have a fitted effect of over 55% in size
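Kinetic fluorescence helicase assay: unwinding of a quenched forked DNA duplex (100 nM final) with 2 mM ATP final raises red fluorescence (525/598 nm). Compounds sat 15 min at room temperature with 20 nM WRN beforehand.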
PI5P4K alpha inh – PI5P4K alpha (human) kinase inhibition. P48426. PI5P4Kalpha enzyme, ADP-Glo luminescence, 60 min; active compounds read low. max response, %. 330,000 tested, 1.2% active. AID 652105; active = max response of -50% or lower; inconclusive = between -30% and -50%; inactive = -30% or higher; note: value at the top dose of about 77 µM; % is set by controls: 0 for no effect and ±100 for the full control effect
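Controls without substrate or without enzyme flank wells where PI5P4Kalpha converts substrate using 5 microM ATP (final). Incubation lasts 60 minutes at room temperature; ADP formed is read by ADP-Glo luminescence.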
GLP-1R agonist – agonists of human GLP-1 receptor | 380,000 tested, 0.007% active | P43220 | AID 624172 | Potency, µM (top dose mostly 45.6 µM), without a hit: at the highest dose activation, hits mostly activators | HEK293 GLP-1R CRE-luciferase, luminescence, 4-6 h; cells express a hypersensitive GLP-1R form; note: potency is the fitted concentration of half-maximal effect; % of control where 0% means no effect
Target sequence (P43220 whole entry, looked up): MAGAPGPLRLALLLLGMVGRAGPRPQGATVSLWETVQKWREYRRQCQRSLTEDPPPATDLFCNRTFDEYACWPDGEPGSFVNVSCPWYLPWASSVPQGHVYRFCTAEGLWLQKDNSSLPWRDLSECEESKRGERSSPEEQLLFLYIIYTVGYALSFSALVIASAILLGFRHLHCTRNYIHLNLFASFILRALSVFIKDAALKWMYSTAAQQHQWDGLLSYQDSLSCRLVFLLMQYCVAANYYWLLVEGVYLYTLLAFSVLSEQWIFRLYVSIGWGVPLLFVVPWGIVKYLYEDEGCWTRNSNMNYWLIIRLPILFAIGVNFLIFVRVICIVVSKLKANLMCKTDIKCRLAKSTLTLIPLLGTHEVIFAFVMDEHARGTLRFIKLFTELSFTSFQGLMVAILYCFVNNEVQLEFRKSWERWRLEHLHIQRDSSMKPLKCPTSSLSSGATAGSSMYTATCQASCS
GLP-1R inv ag – GLP-1 receptor (human) inverse agonism; P43220; HEK293 GLP-1R CRE-luciferase, luminescence, 24 h; GLP-1R form is constitutively active; Potency, µM (doses to about 38.3 µM), inactives show top-dose activity change, negative = inhibition, most hits filed as inhibitors; 410,000 tested, 1.6% active; note: potency is the fitted concentration of half-maximal effect; % is set by controls: 0 for no effect and ±100 for the full control effect; nearly all actives have a fitted effect of over 55% in size
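Using stably transfected HEK293 (constitutively active GLP-1R, cAMP-luciferase reporter), compounds were incubated 24 hr and luciferase measured by luminescence.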
An asterisk follows results filed as active; ? = inconclusive; nt = not tested or not shown; [ ] = dose if it differs, or a comment. Unless noted, calls come from the whole dose curve; as a rule, active = well fitted curve in the direction sought with a large enough effect; inconclusive = small, poorly fitted or top-dose-only effect, or another doubt; inactive = no such curve, though single readings can be large; an effect the other way counts as inactive or inconclusive.

Every second line gives: DRD3 agonist	PLK1 PBD block	HEK293 tox	D3 antag	IL2 activator	WRN inhibitor	PI5P4K alpha inh	GLP-1R agonist	GLP-1R inv ag
COc1ccc(S(=O)(=O)N2CCN(CC(=O)Nc3sccc3C(N)=O)CC2)cc1OC
  3.6	-5.1%	1.1%	0.1	-0.5	1.8%	-9.4	-5.2%	49.4%[activator]
COc1ccc(CCN2C(=O)CSC2=S)cc1OC
  9.9	-1.7%	?	1.5	-0.3	-7.5%	-5.4	1.5%	5.62µM*
CCN(Cc1ccccc1)C(=O)c1cccc(S(=O)(=O)N2CCN(c3ccc(F)cc3)CC2)c1
  -4.7	-7.9%	7.1%	7.0	-4.7	9.9%	0.3	9.1%	?
OCC[C@H]1C[C@@H](O)[C@H](O)[C@]2(CCCc3ccccc3O2)O1
  -8.4	-5.4%	-19.6%	10.3	2.3	3.5%	5.7	-4.0%	-2.9%
CC(C)(C)c1ccc(C2=CC(c3ccccc3)n3ncnc3N2)cc1 (stereo not drawn)
  1.3	-19.7%	53.5%[activator]	-0.7	-0.6	0.3%	-17.2	-1.8%	27.9%
CCCCN1C(=O)Cc2c1nc(N)c1c(N)nc(N(CCC)CCC)c(C#N)c21
  -10.0	-15.4%	7.0%	0.0	-1.6	-6.8%	?	-2.5%	-16.1%
COc1ccc(CNC(=O)/C=C/[C@H]2O[C@@H](n3cc(C)c(=O)[nH]c3=O)C[C@@H]2O)cc1
  -2.7	-18.1%	4.6%	-11.7	0.2	-2.4%	-3.5	10.1%	26.6%
Cc1cc2ccccn2c1C(=O)c1cccc([N+](=O)[O-])c1
  -2.8	-10.4%	-16.1%	4.4	-2.4	-9.1%	1.4	14.7%	?
Cn1c(=O)n(C)c2cc([N+](=O)[O-])c(N3CCN(C(=O)c4ccccc4Br)CC3)cc21
  8.0	-14.8%	-7.1%	18.1	-2.4	-6.4%	-0.3	24.2%	45.3%[activator]
COc1ccccc1CNC(=O)CSc1nnc2ccc(-c3cccnc3)nn12
  6.6	-9.8%	1.9%	5.4	-4.0	-15.7%	2.0	6.9%	43.2%

Later entries
Every second line gives: DRD3 agonist	PLK1 PBD block	HEK293 tox	D3 antag	IL2 activator	WRN inhibitor	PI5P4K alpha inh	GLP-1R agonist	GLP-1R inv ag
Nc1nonc1C(=O)N/N=C/c1cc2c(cc1[N+](=O)[O-])OCO2
  -4.2	-22.0%	2.2%	1.9	0.0	-24.6%	2.9	5.8%	-6.4%
Cc1cc(Br)ccc1OCC(=O)NNC(=O)c1cnccn1
  1.1	-11.6%	3.8%	-14.2	-1.3	-1.4%	1.4	-6.5%	-23.4%
Cc1ccc(C)c(Cn2nnc3c(=O)[nH]c(C4CCN(C(=O)c5ccco5)CC4)nc32)c1
  1.3	-5.3%	-14.3%	29.1	0.1	13.0%	-5.4	19.4%	9.8%
CCOC(=O)C(C)Sc1ncnc2c1c(-c1ccccc1)cn2-c1ccc(OC)cc1 (stereo not drawn)
  -3.7	-6.5%	4.2%	-12.2	1.0	-34.9%[57.1 µM]	13.1	16.6%	?
O=C(CCSc1nnc(-c2ccco2)o1)N1CCOCC1
  -4.3	-5.7%	1.9%[0.307 µM]	12.2	1.4	6.8%	3.0	6.2%	-16.7%[0.307 µM]
CC1CCN(Cc2nc(-c3ccccc3)no2)CC1
  -7.2	-4.7%	0.1%	?	-0.5	-5.9%	-9.7	0.9%	-27.7%
CCOC(=O)C(=NCC1CCCO1)NNc1cc(Cl)ccc1Cl (stereo not drawn)
  -1.7	-15.5%	5.1%	-20.1	-2.1	-6.4%	38.9	20.4%	11.2µM*
COc1cc(/C=C2/C(=O)NN(c3ccc(F)cc3)C2=O)cc([N+](=O)[O-])c1O
  -1.3	-17.7%	?	?	-1.2	?	-57.5*	-4.5%	?
CCOC(=O)C1=C(C)NC(=O)NC1c1ccco1 (stereo not drawn)
  -1.7	-4.8%	5.4%	44.0	-1.1	-34.6%	nt	-11.2%	8.4%
CCOC(=O)c1ccc(NC(=O)CSc2nc3c(c(=O)n2CC)SC(C)C3)cc1 (stereo not drawn)
  2.9	-8.6%	-34.2%	33.0	-3.8	-11.7%	5.7	-4.8%	-6.0%

Next section:
Every second line gives: DRD3 agonist	PLK1 PBD block	HEK293 tox	D3 antag	IL2 activator	WRN inhibitor	PI5P4K alpha inh	GLP-1R agonist	GLP-1R inv ag
Cc1ccc(C)c(C(O)c2ncc(-c3cccc(C(F)(F)F)c3)[nH]2)c1 (stereo not drawn)
  3.3	5.2%	-0.1%	7.2	0.7	-6.5%	13.2	4.8%	-40.3%
Cc1cc(C)nc(NC(=S)Nc2cccc(F)c2)c1
  1.4	-2.2%	?	-15.1	-7.1	3.3%	5.0	-0.3%	?
CCNc1nc(NC(C)C)nc(OCCOC(=O)Nc2ccccc2)n1
  6.8	-1.2%	-25.4%	12.6	-2.1	-4.6%	nt	11.6%	33.5%[activator]
Cc1cc(C)c2c(NC(=S)Nc3ccccc3)n[nH]c2n1
  -4.2	-12.3%	-3.3%[7.66 µM]	-16.8	2.1	-1.9%	?	1.9%	0.1%[7.66 µM]
Cc1c(Br)c([N+](=O)[O-])nn1CC(=O)NCc1cccnc1
  0.7	-3.6%	2.2%	9.2	-1.0	-3.5%	nt	0.0%	0.0%
CN1CCN(CC(=O)Nc2ccc(Cl)cc2Cl)CC1
  -5.6	-11.5%	20.3%	-9.9	-2.5	1.6%	nt	1.2%	?
CC(C)CC(=O)N/N=C/c1c(N)n(C)c(=O)n(C)c1=O
  5.9	-5.2%	-4.2%	15.9	2.3	-21.2%	-5.5	-0.8%	6.2%
O=S(=O)(NCCc1csc(-c2cccnc2)n1)c1cccc(F)c1
  6.5	-3.2%	1.4%	4.2	-1.7	-27.5%	-3.7	3.7%	21.7%
COc1ccc2c(CCNC(=O)Nc3ccccc3)c[nH]c2c1
  -0.6	-5.6%	4.7%	-1.6	1.1	-6.2%	-1.7	9.2%	?
COc1ccc(OC)c([C@@H]2OCCC=C[C@H]2C)c1
  4.5	-6.1%	5.7%	15.8	0.0	10.0%	-3.8	9.4%	13.7%

Later entries:
Every second line gives: DRD3 agonist	PLK1 PBD block	HEK293 tox	D3 antag	IL2 activator	WRN inhibitor	PI5P4K alpha inh	GLP-1R agonist	GLP-1R inv ag
Cc1nn(Cc2c(F)c(F)c(F)c(F)c2F)c(C)c1NC(=O)c1ccc(COc2ccccc2Cl)o1
  2.7	-6.5%	-7.0%	-1.2	0.1	-9.1%	0.2	-3.1%	10µM*
O=C(O)/C=C/C(=O)Nc1cccc2c1-c1ccccc1C2=O
  -19.2	-5.8%	?	-11.6	-6.3	-9.0%	-20.7	11.0%	-21.9%
C/C(=N\Nc1ccc(Cl)cc1)c1ccncc1
  -17.5	-3.1%	17.7%	?	2.2	-2.5%	0.1	-0.7%	?
CCn1c(-c2ccc(C)cc2)nn(CC(=O)NCCc2ccccc2)c1=S
  -18.4	-14.8%	-2.0%	20.1	-2.9	-3.0%	-5.2	5.3%	?
O=C1CCC/C(=N\NC(=O)c2ccc(COc3ccccc3-c3ccccc3)cc2)C1
  -5.1	7.2%	1.6%	16.5	1.6	-6.1%	2.2	-6.5%	?
COc1ccccc1NS(=O)(=O)c1ccc(C(=O)NCc2ccncc2)cc1
  7.9	0.9%	0.7%	4.4	0.5	2.9%	-7.3	2.0%	6.9%
COc1ccc(C(C)=O)cc1CSc1nnc(Nc2ccccc2)s1
  1.4	-13.0%	-1.4%	12.4	0.8	-22.6%	1.1	-3.1%	3.0%
O=C(O)Cc1c[nH]c2ccc(O)cc12
  7.5	4.7%	-10.0%	47.3	0.2	8.4%	2.8	-12.4%	23.7%
CC1(C)CC2CC(C)(CN2C(=O)COC(=O)c2cc(Cl)cc(Cl)c2N)C1 (stereo not drawn)
  -5.8	-1.0%	1.4%	10.0	0.0	-15.4%	nt	11.6%	?
O=C(CCNC(=O)c1ccc(Br)cc1)NCCCc1ccccc1
  3.9	-1.8%	2.3%	-6.0	0.4	-7.7%	5.1	-4.0%	-22.4%

Continued.
Every second line gives: DRD3 agonist	PLK1 PBD block	HEK293 tox	D3 antag	IL2 activator	WRN inhibitor	PI5P4K alpha inh	GLP-1R agonist	GLP-1R inv ag
COc1ccc(N2CCN(C(=O)COC(=O)c3ccco3)CC2)cc1
  13.8	-7.4%	-0.8%	-21.7	1.1	-2.8%	6.6	-4.4%	11.6%
Cc1ccc(C)c(C(=O)COC(=O)c2c(-c3ccccc3)noc2C)c1
  2.6	-5.8%	6.0%	-3.8	-1.4	-6.8%	1.5	-3.3%	?
COc1ccc(/C=C2\SC(=S)N(CCC(=O)Nc3ccc(C(=O)O)cc3)C2=O)cc1
  0.4	-29.8%	24.5%	-3.4	-1.8	-19.1%	-0.4	-5.7%	5.7%
CCN1CCN(c2ccc(S(=O)(=O)N3CCCCC3)cc2NC(=O)COc2cc(C)ccc2Cl)CC1
  -2.4	1.0%	?	-7.3	0.6	-12.4%	-8.1	11.4%	?
O=C(Nc1ccccc1)c1c(F)c(F)c(F)c(F)c1F
  5.0	-0.3%	20.5%	3.3	-2.5	-6.3%	nt	-4.0%	-2.5%
CCCCn1c(CNC(=O)C23CC4CC(CC(C4)C2)C3)nnc1SCC(=O)Nc1ccc(C)cc1
  -0.1	nt	-19.9%	nt	nt	nt	nt	-4.8%	?
COC(=O)c1cc2c(ccn2C)n1C
  2.5	3.8%	-1.0%	26.1	-0.2	6.9%	-1.4	-4.4%	-2.8%
CCOc1cc(CN2CCN(C(=O)c3ccco3)CC2)ccc1OC
  43.7*	1.7%	-15.2%	?	-0.2	0.7%	5.2	11.6%	0.6%
Cc1ccc(N2CCN(C(=O)c3ccc4c(Cl)c5c(nc4c3)CCCC5)CC2)c(C)c1
  8.9	nt	5.6%	nt	nt	nt	nt	-3.6%	-3.8%
O=C(NCc1cccc(F)c1)c1ccc2nc(N3CCOCC3)sc2c1
  6.3	-2.4%	2.2%	?	-1.9	-4.9%	-3.8	-3.2%	8.3%
COc1ccc2oc(C(=O)OCC(=O)N3CCC(C)CC3)c(C)c2c1
  4.2	-9.6%	5.4%	-3.4	-3.7	3.3%	-4.5	6.5%	?
COC(=O)[C@H](Cc1ccccc1)NC(=O)NC(C)CCc1ccccc1 (stereo partly drawn)
  -1.5	-0.7%	-15.8%	?	1.3	-8.5%	8.0	5.3%	?

Screening results: PubChem BioAssay, National Center for Advancing Translational Sciences (NCATS)
